NCI-60 one-dose screen, 48 h, at 10 µM unless noted. Numbers give growth in % (100 = growth as untreated, 0 = no growth, -100 = all killed).
HOP-92 – HOP-92 NSCLC cells; AID 1794738; hit rate 6.3% among 71,000
RPMI-8226 – RPMI-8226 leukemia cells; hit rate 7.5% among 77,000
UACC-62 – UACC-62 melanoma; hit rate 5.4% among 81,000
M14 – M14 melanoma | hit rate 6.2% among 80,000
HOP-62 – HOP-62 NSCLC. hit rate 3.9% among 80,000. AID 1794735
A549/ATCC – A549/ATCC NSCLC; hit rate 3.7% among 81,000
CCRF-CEM – CCRF-CEM leukemia. hit rate 7% among 77,000. AID 1794778
EKVX – EKVX NSCLC; hit rate 3% among 71,000; AID 1794765
The depositor's hits bear a star; · = no result given; [ ] = remark or other dose. Rule for the calls: active = growth percent below 10; inactive = the rest.

The opening five compounds (preview)
SMILES | HOP-92 | RPMI-8226 | UACC-62 | M14 | HOP-62 | A549/ATCC | CCRF-CEM | EKVX
O=C1Nc2ccccc2/C1=C/C(=N/c1nnc(-c2ccccc2)s1)c1ccccc1 | 45 | -17* | 71 | 76 | 57 | 80 | -45* | ·
CC(C)[C@H](N)C(=O)O | · | 102 | 101 | 100 | 101 | 107 | 103 | 105
COc1cc2c(N(c3ccccc3)c3ccccc3)ncnc2c(OC)c1OC | · | 97 | 97 | 125 | 103 | 104 | 97 | 96
CSc1ncnc2nc[nH]c12 | 89 | 118 | 86 | 101 | 102 | 101 | 110 | 101
Clc1ccc(Sc2nc(NC3CC3)nc(Sc3ccc(Cl)cc3)n2)cc1 | · | 62 | 82 | 86 | 102 | 81 | 76 | ·

All compounds of this part (from the top)
SMILES | HOP-92 | RPMI-8226 | UACC-62 | M14 | HOP-62 | A549/ATCC | CCRF-CEM | EKVX
O=C1Nc2ccccc2/C1=C/C(=N/c1nnc(-c2ccccc2)s1)c1ccccc1 | 45 | -17* | 71 | 76 | 57 | 80 | -45* | ·
CC(C)[C@H](N)C(=O)O | · | 102 | 101 | 100 | 101 | 107 | 103 | 105
COc1cc2c(N(c3ccccc3)c3ccccc3)ncnc2c(OC)c1OC | · | 97 | 97 | 125 | 103 | 104 | 97 | 96
CSc1ncnc2nc[nH]c12 | 89 | 118 | 86 | 101 | 102 | 101 | 110 | 101
Clc1ccc(Sc2nc(NC3CC3)nc(Sc3ccc(Cl)cc3)n2)cc1 | · | 62 | 82 | 86 | 102 | 81 | 76 | ·
CCOC(=O)c1c(C)nc2c(c1N)CC(=O)N2Cc1ccc(OC)cc1 | -4.4* | 67 | 26 | 87 | -7.2* | 26 | 117 | 48
CCN(CC)CCn1c2ccc(O)cc2c2sc3cc(OC)ccc3c(=O)c21 | · | -13* | 29 | 0.2* | 26 | 13 | 22 | 44
C=C(C)[C@@H]1CC[C@]2(C(=O)O)CC[C@]3(C)[C@H](CC[C@@H]4[C@@]5(C)C/C(=C/c6ccc(Br)cc6)C(=O)C(C)(C)[C@@H]5CC[C@]43C)[C@@H]12 | 69 | 23 | 41 | 47 | 45 | 25 | 39 | 23
COc1ccc2c(c1)C(C)Cc1c(ncn3c(-c4ccccc4)nnc13)N2C (configuration not stated) | 86 | · | 93 | 88 | 99 | 85 | 98 | 83
NC(=O)CCC(C(=O)O)N1C(=O)C2C3CCC(C3)C2C1=O (configuration not stated) | 101 | 98 | 102 | 99 | 109 | 99 | 91 | ·
O=C(Oc1ccc(Cc2ccccc2)cc1)Oc1ccc(Cc2ccccc2)cc1 | 90 | 103 | 97 | 109 | 100 | 95 | 105 | 101
O=C(NCCN1CCCC1)n1cc(-c2ccncc2)c(-c2cc(O)cc(Cl)c2)n1 | · | · | 35 | 25 | 92 | 101 | 86 | 119
O=S(Cc1ccccc1)/C(=C/NC(=S)Nc1ccccc1)c1ccccc1 (configuration not stated) | 101 | 103 | 103 | 99 | 95 | 96 | 102 | 102
Nc1ccc2c(c1)Cc1c(F)cccc1-2 | 85 | 80 | 94 | 116 | 99 | 94 | 71 | 88
CCCn1c(=O)c2[nH]c(-c3ccc(OCc4nc5ccc(C(F)(F)F)cc5[nH]4)cc3)nc2n(CCC)c1=O | 68 | 28 | 6.5* | 60 | 87 | 47 | 35 | 53
COc1cc(NC(=O)c2cc(O)c(CC=C(C)C)c(O)c2)cc2c1O[C@]1(C)CC[C@@H](O)C(C)(C)[C@H]1C2 | -0.6* | -29* | -13* | · | 31 | 40 | 13 | 41
CS(=O)CC(=N\N)/C(CS(C)=O)=N/N (configuration not stated) | 96 | 103 | 102 | 116 | 113 | 108 | 101 | 100
COc1cc2c(c(OC)c1OC)CCC(c1cccc(NC(=O)c3ccccc3)c1)O2 (configuration not stated) | 95 | 62 | 76 | 91 | 99 | 81 | 93 | 104
COc1ccc(NC(=O)c2cc(-c3ccc(Cl)c(Cl)c3)oc2C)cc1 | 101 | 104 | 98 | 101 | 101 | 100 | 106 | 93
CC/C=C\C[C@@H]1C/C=C2/C(=O)C=C[C@H]2C/C=C\CCCC(=O)O1 | -26* | · | -61* | -49* | -14* | -27* | -29* | -25*
Cc1nc2ccc(Cl)cc2[nH]1 | 129 | 133 | 90 | 94 | 84 | 108 | 115 | 105
CN1CCN(C(=S)Nc2ccccc2)CC1 | · | · | 116 | 99 | 97 | 102 | · | 105
CCC(C)CCCCC(=O)NC(CCN)C(=O)NC(C(=O)NC(CCN)C(=O)NC1CCNC(=O)C(C(C)O)NC(=O)C(CCN)NC(=O)C(CCN)NC(=O)C(CC(C)C)NC(=O)C(Cc2ccccc2)NC(=O)C(CCN)NC1=O)C(C)O (configuration not stated) | 79 | 102 | · | 103 | 103 | 107 | 102 | 103
NC(=O)c1noc(C(=O)c2ccccc2)c1N | 107 | 99 | 97 | 110 | 114 | 89 | 99 | ·
NS(=O)(=O)c1cccc(Nc2nc(SCC(=O)c3ccc([N+](=O)[O-])cc3)nc3ccccc23)c1 | 52 | -9.6* | -13* | 38 | 72 | 71 | 12 | 71

Rewritten as labelled records: entries from further up
> COc1ccc2c(c1)C(C)Cc1c(ncn3c(-c4ccccc4)nnc13)N2C (configuration not stated)
  HOP-92: 86	RPMI-8226: ·	UACC-62: 93	M14: 88	HOP-62: 99	A549/ATCC: 85	CCRF-CEM: 98	EKVX: 83

> Cc1nc2ccc(Cl)cc2[nH]1
  HOP-92: 129	RPMI-8226: 133	UACC-62: 90	M14: 94	HOP-62: 84	A549/ATCC: 108	CCRF-CEM: 115	EKVX: 105

> NS(=O)(=O)c1cccc(Nc2nc(SCC(=O)c3ccc([N+](=O)[O-])cc3)nc3ccccc23)c1
  HOP-92: 52	RPMI-8226: -9.6*	UACC-62: -13*	M14: 38	HOP-62: 72	A549/ATCC: 71	CCRF-CEM: 12	EKVX: 71

> O=C(NCCN1CCCC1)n1cc(-c2ccncc2)c(-c2cc(O)cc(Cl)c2)n1
  HOP-92: ·	RPMI-8226: ·	UACC-62: 35	M14: 25	HOP-62: 92	A549/ATCC: 101	CCRF-CEM: 86	EKVX: 119

The list goes on:
SMILES | HOP-92 | RPMI-8226 | UACC-62 | M14 | HOP-62 | A549/ATCC | CCRF-CEM | EKVX
CCOC(=O)C1=NNC(C(=O)O)C1c1ccccc1 (configuration not stated) | 118 | · | 103 | 105 | · | 92 | 97 | 94
COc1ccc(N2C(=O)[C@@H](OC(C)=O)[C@H]2/C=C/c2ccccc2)cc1 | 88 | 103 | 93 | 105 | 97 | 106 | 104 | 98
O=C(/C=C(/C=C/c1ccc(F)cc1)OB(F)F)/C=C/c1ccc(F)cc1 | 88 | 92 | 99 | 97 | 101 | 86 | 88 | 95
CCCCC/C=C/CCC(=O)N[C@H]1[C@H](Oc2c3cc4cc2Oc2ccc(cc2Cl)[C@@H](O[C@@H]2O[C@H](CO)[C@@H](O)[C@H](O)[C@H]2NC(C)=O)[C@@H]2NC(=O)[C@H](NC(=O)[C@@H]4NC(=O)[C@H]4NC(=O)[C@@H](Cc5ccc(c(Cl)c5)O3)NC(=O)[C@@H](N)c3ccc(O)c(c3)Oc3cc(O)cc4c3)c3ccc(O)c(c3)-c3c(O[C@H]4O[C@H](CO)[C@@H](O)[C@H](O)[C@@H]4O)cc(O)cc3[C@H](C(=O)O)NC2=O)O[C@H](CO)[C@H](O)[C@@H]1O | 96 | 120 | 96 | 109 | 113 | 100 | 113 | 96
NCCCN1CCN(CCCN)CC1 | 99 | 105 | 105 | 112 | 103 | 102 | 105 | 110
COc1ccc(NS(=O)c2ccc(OC)cc2)cc1 (configuration not stated) | 101 | 102 | 83 | 103 | 83 | 61 | 74 | 106
COc1cc(NC(=O)CSc2nnc(-c3ccc(-c4nc5ccc(C)cc5[nH]4)cc3)o2)cc(OC)c1OC | 100 | 59 | 92 | · | 94 | 104 | · | 96
CCC(C)[C@@H]1NC(=O)[C@H](C(C)CC)NC(=O)[C@H](C(C)CC)NC(=O)[C@@H]2CCCN2C(=O)[C@H](C(C)O)NC(=O)[C@@H]2CCCN2C(=O)[C@@H]2CCCN2C(=O)[C@H](CC(C)C)NC1=O (some centres not stated) | 84 | 98 | 92 | 102 | 95 | · | 90 | 102
COc1ccc(/C=C/C(c2cc(OC)c(OC)c(OC)c2)n2ccnc2)cc1O (configuration not stated) | 30 | 15 | 36 | 19 | 47 | 29 | 37 | 81
CCN(CC)C(=O)NCCCCCCNC(=O)N(CC)CC | 94[100 µM] | 109[100 µM] | 99[100 µM] | 114[100 µM] | 100[100 µM] | 107[100 µM] | 109[100 µM] | 99[100 µM]
C/C(=N\Nc1ccc(S(N)(=O)=O)cc1)c1cnn(-c2cc(=O)[nH]c3ccc(C)cc23)c1C | · | 104 | 81 | 102 | 91 | 102 | 84 | 98
CCc1cccc2c3c(sc12)C(c1ccc(Cl)cc1)c1c(nc(-c2ccc(Cl)cc2)[nH]c1=O)O3 (configuration not stated) | · | 65 | 66 | 92 | 74 | 86 | 69 | 88
O=C(Nc1cccc(F)c1)Nc1nccnc1OCc1ccc(F)cc1 | 83 | 79 | 87 | 97 | 72 | 96 | 95 | 95
FC(F)(F)c1cccc(-c2[nH]ncc2-c2nnnn2-c2ccccc2)c1 | 34 | 30 | 37 | · | · | 42 | 53 | 53
Cc1cc(C)c2nc(Nc3ccc4c(C)cc(=O)oc4c3)sc2c1 | 96 | 103 | 95 | 102 | 108 | 88 | 107 | 87
Cc1cccc(Nc2nc3c(s2)C2=CC[C@H]4[C@@H]5C[C@@H]6O[C@]7(CC[C@@H](C)CO7)C(C)[C@@H]6[C@@]5(C)CC[C@@H]4[C@@]2(C)CC3)n1 (some centres not stated) | 87 | 54 | 59 | 96 | 93 | 86 | 59 | 81
CCCCCCCCN(CCCCCCCC)CC(O)c1cc(Cl)c(Cl)cc1C (configuration not stated) | · | 82 | · | 82 | 106 | 92 | 87 | 97
CO/N=C(\C(=O)NC1C(=O)N2C(C(=O)OCOC(=O)C(C)(C)C)=C(/C=C\c3scnc3C)CSC12)c1csc(N)n1 (configuration not stated) | 81 | 116 | 101 | 107 | 120 | 101 | 109 | 92
C=C(c1ccc(C(=O)O)cn1)c1cc2c(cc1C)C(C)(C)CCC2(C)C | 71 | 67 | 94 | 89 | 87 | 57 | 84 | 84
CCCCCCCCCCCCCCCCCCOc1ccc(CC(=O)OCC[N+](CC)(CC)CC)cc1 | 87 | · | 69 | 89 | 97 | 79 | 64 | 87
CC12CCC(C3NC(=S)NN=C31)C2(C)C (configuration not stated) | 91 | · | 100 | 109 | 102 | 112 | 98 | 119
Cc1ccc(/C=C/C2=NN(c3ccc(S(N)(=O)=O)cc3)C(c3ccc(C)o3)C2)o1 (configuration not stated) | 93 | 91 | 95 | 95 | 96 | 86 | 105 | 99
COc1ccc(OC)c2c1[nH]c(=O)c1c3ccccc3cn21 | · | -22* | -100* | -54* | -34* | -73* | -49* | -43*
CCCN(CCC)C(=O)[C@H](CC)[C@@H]1CC[C@@H](C)[C@@H]([C@H](C)[C@@H](O)[C@@H](C)C(=O)[C@H](CC)C2O[C@]3(C=C[C@@H](O)[C@]4(CC[C@@](C)([C@H]5CC[C@](O)(CC)[C@H](C)O5)O4)O3)[C@H](C)C[C@@H]2C)O1 (some centres not stated) | -21* | · | 15 | 14 | 14 | 17 | · | -14*
c1ccc2c(c1)ccc1[nH]c3c(c12)CCCC3 | · | 64 | 72 | 94 | 82 | 59 | 54 | 74
(next part)
SMILES | HOP-92 | RPMI-8226 | UACC-62 | M14 | HOP-62 | A549/ATCC | CCRF-CEM | EKVX
Cc1ccc(Cc2c(O)n3c(nc4ccccc43)[nH]c2=O)cc1 | 97 | 85 | 102 | 103 | 103 | 99 | · | ·
CCOC(=O)c1sc(NN=C(c2ccccc2)c2ccccc2)nc1C | 96 | 66 | 79 | 104 | 96 | 79 | 86 | 95
CCOC(=O)Nc1cccc(Cl)c1 | · | 112 | 104 | 102 | 101 | 94 | 112 | 93
CS(=O)(=O)Nc1cccc(-c2nc3ccccc3n2Cc2ccc(Cl)cc2)c1 | 81 | 83 | 73 | 86 | 88 | 81 | 95 | 86
COc1ccc(CN2c3ccccc3Sc3ccccc32)c(F)c1 | 33 | 12 | 33 | 11 | 27 | 34 | 7.2* | 51
COc1cc(OC)c2c(c1)nc(-c1ccccc1)c1c(=O)n(C)c(=O)n(C)c12 | 98 | 123 | 95 | 105 | 112 | 108 | 139 | 101
Cn1c(=O)sc2cc3ccccc3nc21 | 128 | 108 | 96 | 110 | 104 | 94 | 110 | 90
CCCCCN=C(N)C(N)=NCCCCC | 93 | 105 | 106 | 108 | 103 | 103 | · | 96
O=C1NCCN1/N=C/c1c(Cl)nc2n1CCS2 | 51 | 64 | 135 | · | · | 113 | -62* | 111
COS(=O)(=O)CCC(=O)Nc1cc(C(=O)Nc2cc(C(=O)NCCC(=O)NCCCCCCCCCCN3C(=O)N(c4ccc(C#N)c(C(F)(F)F)c4)C(=O)C3(C)C)n(C)c2)n(C)c1 | 98 | 91 | 90 | 107 | 100 | 100 | 90 | 104
c1ccc(-c2nc(-c3c[nH]c4ccccc34)cs2)cc1 | 85 | 98 | 85 | 97 | 88 | 95 | 60 | 93
O=C(O)CCN1CCN(c2cccc(Cl)c2)CC1 | 110 | 112 | 104 | 109 | 97 | 96 | 105 | ·
COc1ccc(C(=O)C[n+]2cccc(C)c2)cc1 | 96 | 108 | 111 | 114 | 96 | 112 | 100 | 114
COc1ccc(/C=N/NC(=O)Cn2nc(Cc3ccc([N+](=O)[O-])cc3)c3onc(C)c3c2=O)cc1 | 41 | 64 | 51 | 80 | 86 | 69 | 76 | 68
COc1ccc(C2C3=C(NC(C)(C)NC3Nc3cccnc3)OC2C(=O)c2ccc(N=[N+]=[N-])cc2)cc1 (configuration not stated) | 97 | 106 | 98 | 100 | 100 | 99 | 99 | 99
C#CCNCCCN1C(=O)c2ccc3c4c(ccc(c24)C1=O)C(=O)N(CCCNCC#C)C3=O | -26* | 12 | -76* | -91* | -68* | -72* | -0.7* | -79*
